Growth percent in the NCI-60 one-dose screen (48 h, 10 µM unless noted): 100 = growth as untreated, 0 = no growth, -100 = all killed.
UACC-257: UACC-257 melanoma; 78,000 tested, 4.4% active
BT-549: BT-549 breast cancer; 78,000 tested, 4.4% active
MALME-3M: MALME-3M melanoma; 78,000 tested, 5.8% active; AID 1794766
LOX IMVI: LOX IMVI melanoma | 79,000 tested, 7.4% active
UACC-62: UACC-62 melanoma; 81,000 tested, 5.4% active; AID 1794756
HS 578T: HS 578T breast cancer; 78,000 tested, 4.1% active
MCF7: MCF7 breast cancer; AID 1794796; 82,000 tested, 6.3% active
T-47D: T-47D breast cancer; 79,000 tested, 5% active
Starred values were filed as active, the others as inactive; . = no result given; & = joins results of further samples. Rule for the calls: active = growth percent below 10; inactive = the rest.

SMILES	UACC-257	BT-549	MALME-3M	LOX IMVI	UACC-62	HS 578T	MCF7	T-47D
O=C1C2C=CC1C1C(=O)C=CC21 (stereo unspecified)	102	101	118	110	109	.	100	101
COc1ccc(Cn2cc3c(c2-c2ccccc2)CCc2cnoc2-3)cc1N	63	36	.	31	42	10	16	37
Cn1c(=O)c2[nH]c(NN=O)nc2n(C)c1=O	.	113	100	96	.	104	95	91
CSc1nc2c(c(=O)[nH]1)C1C(=C(c3ccc(Cl)cc3)N2)C(=O)N(Cc2ccccc2)c2ccccc21 (stereo unspecified)	73	86	111	71	72	91	37	54
CNC(=O)c1cc(Oc2ccc3c(c2)sc2nc(-c4ccc(NC(C)=O)cc4)cn23)ccn1	71	38	72	61	47	43	55	17
CSc1oc(-c2ccccc2)nc1S(=O)(=O)c1ccc(Br)cc1	92	100	115	99	80	97	90	91
O=C(Cc1ccccc1)NN=C1CCCC1	108	117	.	.	109	102	91	104
COc1ccc(-n2cnc3c(sc4ncc(Cl)cc43)c2=O)cc1	91	95	88	58	109	.	101	86
CC1N/C(=C/c2ccccc2)C(=O)O1 (stereo unspecified)	127	161	103	102	88	106	104	92
Cc1c(C(=O)/C=C/Nc2ccccc2C(=O)O)sc2nc3ccccc3n12	109	104	103	102	105	106	93	105
Cn1c(=O)c2[nH]c(CCc3nc4c([nH]3)c(=O)n(C)c(=O)n4C)nc2n(C)c1=O	87	106	103	102	89	99	98	93
C=CCn1c(SC/C(=N\O)c2ccc(C)cc2)nnc1-c1c[nH]c2ccccc12	107	107	91	.	69	93	88	74
CCOC(=O)c1c(NCC(=O)Nc2ccccc2[N+](=O)[O-])sc2c1CCCC2	104	104	92	90	93	81	93	92
CC(C)[C@H](NC(=O)OC(C)(C)C)C(=O)OCc1cn(-c2ccnc3ccccc23)nn1	102	117	94	95	87	97	85	94
CN(C)c1c(-c2ccccc2)cc(-c2ccccc2)[nH]c1=O	68	85	109	88	85	103	90	87

Reformatted in markdown: part of the list above
| SMILES | UACC-257 | BT-549 | MALME-3M | LOX IMVI | UACC-62 | HS 578T | MCF7 | T-47D |
| --- | --- | --- | --- | --- | --- | --- | --- | --- |
| Cn1c(=O)c2[nH]c(NN=O)nc2n(C)c1=O | . | 113 | 100 | 96 | . | 104 | 95 | 91 |
| CSc1nc2c(c(=O)[nH]1)C1C(=C(c3ccc(Cl)cc3)N2)C(=O)N(Cc2ccccc2)c2ccccc21 (stereo unspecified) | 73 | 86 | 111 | 71 | 72 | 91 | 37 | 54 |
| CNC(=O)c1cc(Oc2ccc3c(c2)sc2nc(-c4ccc(NC(C)=O)cc4)cn23)ccn1 | 71 | 38 | 72 | 61 | 47 | 43 | 55 | 17 |
| CSc1oc(-c2ccccc2)nc1S(=O)(=O)c1ccc(Br)cc1 | 92 | 100 | 115 | 99 | 80 | 97 | 90 | 91 |
| O=C(Cc1ccccc1)NN=C1CCCC1 | 108 | 117 | . | . | 109 | 102 | 91 | 104 |
| COc1ccc(-n2cnc3c(sc4ncc(Cl)cc43)c2=O)cc1 | 91 | 95 | 88 | 58 | 109 | . | 101 | 86 |
| CC1N/C(=C/c2ccccc2)C(=O)O1 (stereo unspecified) | 127 | 161 | 103 | 102 | 88 | 106 | 104 | 92 |
| Cc1c(C(=O)/C=C/Nc2ccccc2C(=O)O)sc2nc3ccccc3n12 | 109 | 104 | 103 | 102 | 105 | 106 | 93 | 105 |
| Cn1c(=O)c2[nH]c(CCc3nc4c([nH]3)c(=O)n(C)c(=O)n4C)nc2n(C)c1=O | 87 | 106 | 103 | 102 | 89 | 99 | 98 | 93 |
| C=CCn1c(SC/C(=N\O)c2ccc(C)cc2)nnc1-c1c[nH]c2ccccc12 | 107 | 107 | 91 | . | 69 | 93 | 88 | 74 |
| CCOC(=O)c1c(NCC(=O)Nc2ccccc2[N+](=O)[O-])sc2c1CCCC2 | 104 | 104 | 92 | 90 | 93 | 81 | 93 | 92 |
| CC(C)[C@H](NC(=O)OC(C)(C)C)C(=O)OCc1cn(-c2ccnc3ccccc23)nn1 | 102 | 117 | 94 | 95 | 87 | 97 | 85 | 94 |
| CN(C)c1c(-c2ccccc2)cc(-c2ccccc2)[nH]c1=O | 68 | 85 | 109 | 88 | 85 | 103 | 90 | 87 |

Going on with the list:
SMILES	UACC-257	BT-549	MALME-3M	LOX IMVI	UACC-62	HS 578T	MCF7	T-47D
CN(C)c1cccc2c(S(=O)(=O)Nc3cccc(-c4csc(NC(=O)CCCCCN5CCN(c6cc7c(cc6F)C(=O)N(C6CCC(=O)NC6=O)C7=O)CC5)n4)c3)cccc12 (stereo unspecified)	82	86	87	92	83	70	74	75
O=[N+]([O-])c1ccccc1/C=N\NC(=S)N/N=C/c1ccccc1[N+](=O)[O-]	83	47	19	43	56	63	59	61
CCCCC(=O)OCCC	89	100	88	99	98	.	97	97
Cc1c(Cl)cccc1NC(=O)CCCl	89	100	108	101	93	104	102	92
COc1ccccc1C(=O)CSc1nc(Nc2ccc(S(N)(=O)=O)cc2)c2ccccc2n1	111	111	90	16	89	97	45	90
O=C1Nc2cc(Cl)c(CCCl)cc2/C1=C\c1ccc(Cl)cc1	92	91	91	68	68	75	33	79
NC(=S)N/N=C(/c1ccccc1)c1ccccc1N	54	104	94	96	94	97	40	44
Nc1nc(-c2cc3c(cc2Cl)NC(=O)/C3=C/c2ccc(Cl)cc2)cs1	73	26	56	13	36	48	17	18
CC(=O)c1cccc(Nc2ncnc3c2cnn3-c2ccccc2)c1	95	90	77	.	95	.	89	66
Cc1ccc(NC(=O)c2ccccc2)cc1	117	122	118	112	96	124	96	96
O=C(OC(c1ccccc1)c1ccccc1)c1ccc([N+](=O)[O-])cc1	90	87	99	95	93	103	94	93
COc1ccccc1-c1nc(-c2ccccc2O)cn2ccnc12	.	94	114	90	.	90	88	80
CS(=O)(=O)c1nccc(-c2c(-c3cccc(OCCN4CCCC4)c3)nc3sccn23)n1	104	108	94	93	88	77	100	91
Cc1ccc(C2=NN3C(C2)c2ccccc2OC3c2ccc3noc(-c4ccc(C)cc4)c3c2)cc1 (stereo unspecified)	119	120	100	120	97	99	88	111
COC(=O)C1(C)CCC[C@]2(C)[C@H]3C[C@H]4C(C(C)C)=C[C@]3(CC[C@@H]12)[C@H]1[C@@H]4[C@@H](OCC#Cc2ccc([N+](=O)[O-])cc2)CC[C@@H]1OCC#Cc1ccc([N+](=O)[O-])cc1 (stereo partly specified)	92	102	77	94	63	98	84	70
O=C(O)c1ccc(CCCc2ccccc2)cc1	104	101	103	100	100	.	100	108
O=S(=O)(Nc1ccccc1Cl)c1ccc(Br)cc1	69	81	91	97	91	96	95	.
O=C(O)COc1c(Cl)c(Cl)c(Cl)c(Cl)c1Cl.[Cu+2]	99	106	87	95	93	109	89	93
O=C1OC(=O)c2c1cc1ccccc1c2-c1ccccc1	99	102	100	93	105	100	86	88
O=C(OCCOC(=O)c1ccccc1)c1ccccc1	112&125	121	125	104&102	104&118	107&108	117&100	108&105
CCOc1ccc(C(C)c2cc3c(cc2O)OCO3)cc1 (stereo unspecified)	85	93	69	94	85	94	72	80
Cc1c[n+]2ccccc2n1C	91&89	85	95&96	102&88	78&102	105&107	93&93	95&104
CC(=O)N1C(=S)NC(=O)C1Cn1c(C)nc2ccccc21 (stereo unspecified)	87	96	89	93	91	100	92	91
COc1cccc(-c2nc3occn3c2-c2ccnc(NCCCNS(=O)(=O)c3ccc(F)cc3)n2)c1	79	89	68	73	34	105	79	28
COc1cc2c(cc1OC)N(CCO)C1=C(C(=O)OC1)C2c1cc(OC)c(OC)c(OC)c1 (stereo unspecified)	101	105	.	99	94	101	90	98
O=C1OCC/C1=C/OCCCCCO/C=C1/CCOC1=O	94	117	115	95	103	110	97	96
N#Cc1ccc(C(=O)c2c(N)c(C#N)cn2Cc2ccc(Cl)cc2Cl)cc1	102	96	106	102	95	101	94	100
Cc1ccc(Nc2nc(N)nc(CSc3n[nH]c(N)n3)n2)cc1	105	100	98	98	97	91	91	101
CCN1C(=O)/C(=N\N=C(/C)c2ccc3c(c2)Nc2ccccc2S3)c2cc(Cl)ccc21	26	49	36	.	33	80	18	34
CCOC(=O)C1=C(N)N(c2ccc(Cl)cc2)C2=C(C(=O)CC(C)(C)C2)C1c1ccc(Cl)cc1 (stereo unspecified)	44	79	61	79	72	56	44	58
COc1ccc(-c2cc(-c3nnc(SCC(=O)c4ccccc4)o3)c3ccccc3n2)cc1OC	94	99	115	94	92	89	101	96
CC(C)(NC(=O)O[C@H]1CCNC1)c1csc(-c2ccc(F)cc2)n1	91	90	.	102	90	87	88	93
CCN1CCC(CCOC)(CN2c3ccccc3Sc3ccc(Cl)cc32)C1 (stereo unspecified)	25	.	.	-5.5*	-47*	51	23	71
C[C@]12CC[C@@H]3c4cc([N+](=O)[O-])c(O)cc4CC[C@H]3[C@@H]1CC[C@@H]2NS(=O)(=O)c1cccc(C(F)(F)F)c1	91	92	63	.	86	75	79	84
O=C1c2cccc(O)c2C(=O)c2c(O)cccc21	102	86	47	83	92	115	97	106
COC1=CC(c2ccc[nH]2)=N/C1=C\c1[nH]c(C)c(CCCn2cc(CCCCCCCCC[C@@H]3Cc4cc(O)ccc4C4CC[C@]5(C)[C@@H](O)CC[C@H]5C43)nn2)c1C (stereo partly specified)	98	68	137	13	13	56	16	38
CCNS(=O)(=O)c1ccccc1	110	136	92	100	.	113	107	100
COc1ccc(-c2cn(-c3ccc(Cl)cc3)c(SCC(=O)c3ccc(Cl)cc3)n2)cc1	96	86	105	95	72	83	84	98
c1ccc(-c2c(-c3ccccc3)[n+](Cc3ccc4ccccc4c3)c(-c3ccc(-c4nc5ccccc5s4)cc3)n2Cc2ccc3ccccc3c2)cc1	-88*	-88*	-78*	-98*	-75*	-45*	-65*	-78*
COc1ccc(Nc2nc3ccccc3nc2/C=C/c2ccccc2)cc1	109	108	101	101	82	103	72	89
CCCCNC(=O)Oc1ccc(/C(=C(\C)c2ccccc2)c2ccc(OCCN(CC)CC)cc2)cc1	19	72	76	75	68	40	34	40
Oc1cc(CNC2CCCCC2)c(O)cc1CNC1CCCCC1	106	96	112	94	96	94	85	99
CCOC(=O)C(Br)c1cccc(OC)c1 (stereo unspecified)	97	98	114	97	113	110	97	99
C/C(=N\NC(=S)Nc1ccccc1)c1nnn(-c2ccc([N+](=O)[O-])cc2)c1C	101	127	99	80	84	110	85	89
NC(=S)N1CCCC1	82	106	100	96	99	111	92	101
C=C1C(=O)O[C@H]2[C@H]1CC/C(COC(=O)c1ccc(Cl)nc1)=C\CC[C@@]1(C)O[C@@H]21	34	10	-51*	-79*	-26*	61	8.0*	-31*
Nc1nnc(-c2c[nH]c3ncccc23)c(-c2c[nH]c3ccccc23)n1	99	56	84	.	57	40	34	36
Cn1cc(-c2nc(-c3c[nH]c4ccncc34)cs2)c2cc(F)ccc21	-73*	70	-89*	-94*	-86*	-45*	-71*	-52*
O=C(O)C(c1ccccc1)C1(O)CC2CCC1C2 (stereo unspecified)	113	94	114	99	109	95	98	110
Cc1cccc(N2CCN(C(=S)c3ccc4c(c3)OCO4)CC2)c1	32	33	22	33	29	-28*	12	33
N#C/C(=C\c1ccc(F)cc1)c1cc2ccccc2[nH]1	102	.	106	95	80	98	63	65
CN(C)c1ccc(C(=C2C=CC(=[N+](C)C)C=C2)c2ccccc2)cc1	133	101	101	95	96	98	119	96
N=c1sc(Cc2ccc(F)cc2)cn1CC(=O)c1ccc(F)cc1	80	92	90	35	24	99	66	61
Cn1c(N)c(N=O)c(=O)n(C)c1=O	101&101	97&111	91&115	100	93&103	94&112	100&98	100&105
O=C1OC2(OC(=O)c3ccccc32)N(c2ccc([N+](=O)[O-])cc2)c2ccccc21 (stereo unspecified)	101	89	103	95	.	95	93	110
O=P(O)(OCC(Br)CBr)OCC(Br)CBr (stereo unspecified)	100	100	100	97	103	105	90	104
Cc1noc(NS(=O)(=O)c2ccc(N=Nc3ccc(N)nc3N)cc2)c1C	106	109	98	103	99	110	104	100
COc1cccc(/C=N/Nc2nnc3n2N=C(c2ccccc2)CS3)c1	102	107	119	103	88	105	95	87
C=C1CCC2C3(C)COC(c4ccccc4)OC3CCC2(C)C1CC(NCc1ccccc1)C1=CCOC1=O (stereo unspecified)	72	73	92	74	70	78	70	64
Cc1nc2sc3c(=O)[nH]c(CC(=O)O)nc3c2c(C)c1Br	.	91	127	91	99	86	97	97
Continued.
SMILES	UACC-257	BT-549	MALME-3M	LOX IMVI	UACC-62	HS 578T	MCF7	T-47D
CCc1ccc(NC(=O)N[C@@H](Cc2cccc(C)c2)C(=O)N[C@@H]2C(=O)N3CCC[C@H]3C(=O)N3CCCC[C@H]3C(=O)N[C@@H](CO)C(=O)N3C[C@H](C)C[C@H]3C(=O)O[C@H]2C)c(F)c1	15	25	37	33	26	29	18	27
CC(=O)Cc1nsc(NC(=O)c2cc(-c3ccc([N+](=O)[O-])cc3)oc2C)n1	98	104	101	100	97	95	91	94
COc1ccc(NCc2nnc(-c3ccc(Cl)cc3)o2)cc1	.	78	100	90	70	78	78	66
N#Cc1c(-c2cccc(Br)c2)n2c(nc1=O)SC(=O)C2=O	105	91	89	105	92	109	100	98
CCN(CC)CCCC(C)Nc1ccnc2cc(C(F)(F)F)ccc12 (stereo unspecified)	110	99	117	89	103	95	93	90
O=C1C=C(NCCCCCCN2C(=O)c3cccc4cccc(c34)C2=O)C(=O)c2cc3ccccc3cc21	102	109	80	147	88	103	77	58
OC[C@H]1COC[C@@H](CI)O1	96	100	109	104	104	.	97	92
COc1ccc2c(c1)C(=O)/C(=C/c1cccc(OCC(=O)Nc3nc(C)c(C)s3)c1)O2	37	-82*	-58*	-64*	47	5.4*	40	-6.4*
O=C(CCSCCC(=O)N/N=C/c1ccc(Cl)c(Cl)c1)N/N=C\c1ccc(Cl)c(Cl)c1	106	137	103	102	89	109	92	95
Cc1nn(-c2ccccc2)c2ncnc(NCCc3ccccc3)c12	115	107	108	93	90	117	100	88
COC(=O)c1ccc(O)c(Cl)c1	101	98	88	104	110	113	98	91
COc1cc(/C=C/C(=O)c2ccc(F)cc2)ccc1OCCCCCOc1cc2c(cc1OC)C(=O)N1CCCC1C=N2 (stereo unspecified)	8.4*	-58*	-78*	-94*	-92*	-25*	16	-5.0*
